JMJD2A Tudor: blocks the human JMJD2A Tudor domain | O75164 | AlphaScreen JMJD2A-Tudor / H3K4me3 peptide binding | Potency, µM (doses to about 114 µM), for inactives: at the highest dose activity change, negative = inhibition, actives largely listed as inhibitors | 390,000 tested, 4.4% active; also: % is scaled to controls: 0 for no effect and ±100 for the full control effect; nearly all actives have a fitted effect of over 50% in size
Pin1 inh: blocks the human prolyl isomerase Pin1. Potency, µM (series often up to 115 µM), inactives show top-dose activity, negative = inhibition, usual class: inhibitors. AID 504891. Pin1 FP peptide displacement, HiFluor488, 10 min. 390,000 tested, 0.009% active; active = well fitted inhibition curve with a large enough effect in the polarisation, with a control signal flat, not every such curve was filed as active; inconclusive = small, poorly fitted or top-dose-only effect, or effect the other way, or a change in a side signal; inactive = no such curve, though single readings can be large or run the other way; the % refers to the polarisation; also: % is scaled to controls: 0 for no effect and ±100 for the full control effect
Target sequence (Q13526 whole entry, looked up): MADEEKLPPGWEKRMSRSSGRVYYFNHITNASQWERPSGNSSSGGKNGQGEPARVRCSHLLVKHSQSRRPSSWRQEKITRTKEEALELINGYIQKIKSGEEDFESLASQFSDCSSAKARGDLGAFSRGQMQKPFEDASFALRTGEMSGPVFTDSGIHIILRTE
Pol iota inh: blocks human DNA polymerase iota activity. AID 588590. Q9UNA4. 390,000 tested, 1% active. Pol iota fluorescent replication assay, 10 min. Potency, µM (top dose mostly 115 µM), for inactives: at the highest dose activity, negative = inhibition, most hits filed as inhibitors
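Fluorescent replication assay read twice, at 0 min and 10 min after adding 50 nM (final) substrate. Enzyme (10 nM) and compounds were first incubated 15 min at room temperature; enzyme-free buffer wells were negative controls.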
BLM helicase inh: inhibitors of human Bloom syndrome helicase BLM. P54132. recombinant BLM DNA unwinding, fluorescence dequenching. Potency, µM (titrated, usually from 56.1 µM), for the others: at the highest dose activity change, negative = inhibition, usual class: inhibitors. 350,000 tested, 0.2% active. AID 2528;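 also: plate controls were vehicle for no effect and no enzyme for full effect; nearly all actives have a fitted effect of over 35% in size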
PGK inhibitor: inhibitors of T. brucei phosphoglycerate kinase; AID 602233; 380,000 tested, 0.043% active; PGK/GAPDH coupled, Kinase-Glo luminescence, 60 min; Potency, µM (highest dose often 57.5 µM), without a hit: at the highest dose activity change, negative = inhibition, actives largely listed as inhibitors; P07378; also: % is scaled to controls: 0 for no effect and ±100 for the full control effect; nearly all actives have a fitted effect of over 60% in size
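Luminescent ATP detection (Kinase-Glo Plus) follows a 60-minute room-temperature incubation, with wells lacking PGK as controls. Buffer: 100 mM TEA (pH 7.6), 5 mM MgCl2, 0.01% Tween-20. Coupling enzyme GAPDH (100 nM final) supplies unstable 1,3-BPG in-well.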
HP1b binding inh: HP1-beta chromodomain-methylated histone interaction inhibition; AID 540317; Potency, µM (doses to about 114 µM), inactives show top-dose activity change, negative = inhibition, usual class: inhibitors; P83916; AlphaScreen HP1-beta / biotin-H3K9me3 peptide binding; 390,000 tested, 0.56% active; also: nearly all actives have a fitted effect of over 70% in size; inactives centre near 23
Target sequence (P83916 whole entry, looked up): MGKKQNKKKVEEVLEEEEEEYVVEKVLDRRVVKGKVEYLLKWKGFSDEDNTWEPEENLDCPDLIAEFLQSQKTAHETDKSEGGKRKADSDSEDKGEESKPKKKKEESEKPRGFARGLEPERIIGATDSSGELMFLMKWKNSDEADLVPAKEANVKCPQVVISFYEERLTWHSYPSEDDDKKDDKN
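AlphaScreen: HP1-beta (50 nM) preformed 30 min with biotin-H3(1-18)K9me3 peptide (50 nM) in PBS pH 7.4, 0.01% Tween-20. Compound added for 30 min at RT, then streptavidin donor/nickel chelate acceptor beads (10 ug/mL) for 30 min.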
GLS inhibitor: blocks human kidney-isoform glutaminase activity; O94925; GLS enzymatic activity, qHTS titration; Potency, µM (series often up to 45.5 µM), for the others: top-dose activity change, negative = inhibition, usual class: inhibitors; 410,000 tested, 0.21% active; AID 624170; also: % is scaled to controls: 0 for no effect and ±100 for the full control effect
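Read-out is an Amplex red fluorescence increase coupled through glutamate oxidase and HRP, measured before and after 30 min room-temperature incubation. hKGA is in 45 mM KH2PO4 (pH 8.2) with 0.02% Tween-20; glutamine added as 1mM solution.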
BAZ2B block: blocks human BAZ2B. Potency, µM (titrated, usually from 114 µM), without a hit: at the top dose activity change, negative = inhibition, most hits filed as inhibitors. Q9UIF8. AlphaScreen BAZ2B-H3K14Ac peptide displacement. AID 504333. 360,000 tested, 4.4% active; also: % is scaled to controls: 0 for no effect and ±100 for the full control effect; nearly all actives have a fitted effect of over 60% in size
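AlphaScreen displacement of biotin-H3(5-23)K14Ac peptide (50 nM final) from BAZ2B (50 nM final) in PBS pH 7.4, 0.01% Tween-20; complex preformed 30 min RT, then compounds (top 110 uM) 30 min RT, beads 20 min dark.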
G9a inh: blocks human histone lysine methyltransferase G9a. G9a H3K9 monomethylation, AlphaScreen, 2 h. Potency, µM (highest dose often 102 µM), for inactives: at the highest dose activity, negative = inhibition, usual class: inhibitors. AID 504332. Q96KQ7. 350,000 tested, 8.8% active; also: % is scaled to controls: 0 for no effect and ±100 for the full control effect; nearly all actives have a fitted effect of over 75% in size
Target sequence (Q96KQ7 913-1193 limits assumed): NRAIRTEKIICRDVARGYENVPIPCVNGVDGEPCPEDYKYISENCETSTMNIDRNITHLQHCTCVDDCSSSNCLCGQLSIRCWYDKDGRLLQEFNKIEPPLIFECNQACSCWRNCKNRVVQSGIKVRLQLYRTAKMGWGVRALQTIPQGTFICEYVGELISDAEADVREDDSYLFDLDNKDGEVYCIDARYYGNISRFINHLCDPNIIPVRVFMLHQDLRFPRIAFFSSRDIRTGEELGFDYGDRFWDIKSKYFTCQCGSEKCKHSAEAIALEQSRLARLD
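Compounds were preincubated with 20 nM G9a for 15 min, after which biotinylated H3K9 peptide (500 nM) and SAM (20 uM) started a 2 h room-temperature reaction. Monomethylated product was quantified by antibody-based AlphaScreen chemiluminescence.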
* marks the source's active call; other numbers are inactive results; i = inactive; ? = inconclusive; / = not tested or not shown; [ ] = another dose, or the depositor's remark. Unless noted, calls follow the shape of the dose curve; as a rule, active = well fitted curve in the direction sought with a large enough effect; inconclusive = small, poorly fitted or top-dose-only effect, or another doubt; inactive = no such curve, though single readings can be large; an effect the other way counts as inactive or inconclusive. Potency is read from the fitted curve at half-maximal effect. A portion of the library, so the mix of outcomes need not match the whole.

The line under a structure holds: JMJD2A Tudor | Pin1 inh | Pol iota inh | BLM helicase inh | PGK inhibitor | HP1b binding inh | GLS inhibitor | BAZ2B block | G9a inh
1: O=C1CSC(c2ccccc2Cl)N1 (stereo unspecified)
    -13% | -1% | 108%[activator] | 0% | -3% | 23% | -1% | -11% | -6%[59 µM]
2: O=S(=O)(/N=C(/NNS(=O)(=O)c1ccccc1)c1ccccc1)c1ccccc1
    ? | 3% | 20% | -2% | 2% | 29% | 27% | -13% | /
3: Cc1cc(OCC(=O)N(Cc2ccccc2)C2CCS(=O)(=O)C2)ccc1Cl (stereo unspecified)
    -16% | 8% | 7% | -1% | -6% | 40%[activator] | 0% | -3% | 73%[activator]
4: COc1ccccc1NC(=O)CN1CCN(C(=O)C2CCCO2)CC1 (stereo unspecified)
    4% | 0% | 10% | -1% | 1% | 27% | 0% | -7% | -12%
5: Cc1ccc(S(=O)(=O)N2CCOCC2)cc1C(=O)OCC(=O)NC1CCCC(C)C1C (stereo unspecified)
    -21% | -3% | -6% | / | -7% | 38% | -1% | -4% | -5%[59 µM]
6: Cc1cc(C)c(NC(=O)COC(=O)C2=COCCO2)c(Cl)c1
    -5% | 1% | 14% | / | 0% | 17% | 3% | 0% | -12%[59 µM]
7: COc1ccc(NC(=O)C2=C(C)Nc3nc(SC)nn3C2c2cc(OC)ccc2OC)cc1 (stereo unspecified)
    -8% | 0% | 13% | -1% | -6% | 7% | 9% | -3% | 8%[59 µM]
8: Fc1ccc2cc(-c3ccsc3)ncc2c1
    -4% | 5% | 12% | / | -1% | 46%[activator] | -1% | / | /
9: Cc1ccc(S(=O)(=O)N2CCN(C(=O)CSc3ccc(Cl)cc3)CC2)cc1
    -11% | -5% | 7% | -6% | -2% | -12% | 5% | -8% | -6%
10: Cn1c(=O)n(C)c2cc(CNCc3ccccc3Cl)ccc21
    0% | 0% | 30% | -9% | i | 50%[activator] | -2% | -20% | 6%[59 µM]

2 records picked at random from those above, as already listed:
The line under a structure holds: JMJD2A Tudor | Pin1 inh | Pol iota inh | BLM helicase inh | PGK inhibitor | HP1b binding inh | GLS inhibitor | BAZ2B block | G9a inh
1: O=C1CSC(c2ccccc2Cl)N1 (stereo unspecified)
    -13% | -1% | 108%[activator] | 0% | -3% | 23% | -1% | -11% | -6%[59 µM]
2: O=S(=O)(/N=C(/NNS(=O)(=O)c1ccccc1)c1ccccc1)c1ccccc1
    ? | 3% | 20% | -2% | 2% | 29% | 27% | -13% | /

The list goes on:
The line under a structure holds: JMJD2A Tudor | Pin1 inh | Pol iota inh | BLM helicase inh | PGK inhibitor | HP1b binding inh | GLS inhibitor | BAZ2B block | G9a inh
11: CC(C)OC(=O)c1ccc(COC(=O)c2cccc(-c3nnc(-c4ccccc4)o3)c2)cc1
    -5% | 2% | 6% | 4% | 3% | 16% | 4% | 9% | 21%[59 µM]
12: CCOC(=O)c1sc2ncn(/N=C/c3ccc(O)c(OC)c3)c(=O)c2c1C
    -15% | 20% | 28% | -12% | -1% | 37% | 2% | -10% | 13%
13: Cc1ccc(N(CC(=O)NCc2ccc(F)cc2)S(=O)(=O)c2cccs2)cc1
    -16% | 6% | 26% | -3% | / | 26% | 4% | 11% | 8%[12.7 µM]
14: CN(CCC(=O)Nc1cc(S(=O)(=O)N(C)C)ccc1Cl)CC(=O)Nc1ccc(F)cc1
    10% | -2% | 60%[activator] | -2% | -8% | -18% | 6% | -23% | -9%
15: c1ccc(COC2CCCN(Cc3nc(-c4cnccn4)no3)C2)cc1 (stereo unspecified)
    0% | -6% | 88% | -2% | 0% | 45%[activator] | 3% | 8% | 0%
16: O=C(CN1CCN(c2ccccc2)CC1)NC(=O)NCc1ccco1
    -27% | -1% | 9% | -4% | 0% | 9% | 0% | -12% | 13%[59 µM]
17: O=C(CN(C(=O)CCC(=O)Nc1nccs1)c1ccc2c(c1)OCO2)NCc1ccc(F)cc1
    -7% | 3% | 4% | -3% | -3% | 19% | -3% | -23% | 18%
18: NC(=O)C1CCN(S(=O)(=O)c2cc3c4c(c2)CCN4C(=O)CC3)CC1
    -13% | -4% | 17% | / | i | 8% | 1% | -7% | 2%
19: O=C(O)c1ccc(-n2cccc2/C=C2/NC(=O)N(c3cccc(Cl)c3)C2=O)cc1
    20µM* | / | 2µM* | -15% | ? | ? | ? | 16µM* | 8.9µM*
20: CC(C)c1ccc2[nH]c3nc(SCC(=O)N4CCOCC4)nnc3c2c1
    ? | 0% | 44%[activator] | -10% | -9% | 31% | 7% | -5% | -45%

Next section:
The line under a structure holds: JMJD2A Tudor | Pin1 inh | Pol iota inh | BLM helicase inh | PGK inhibitor | HP1b binding inh | GLS inhibitor | BAZ2B block | G9a inh
21: Cc1ccc(-c2nn3c(-c4ccc(C)cc4)nnc3c3ccccc23)cc1
    2% | 1% | -1% | -7% | 11% | 28% | 4% | 1% | -1%[59 µM]
22: O=C(N/N=C/c1cccnc1)c1ccccc1OCc1ccc(Br)cc1
    -27% | 1% | 38%[activator] | 0% | -6% | 51%[activator] | -8% | / | -19%
23: C/C(CC(=O)Nc1ccc(C)c(Cl)c1)=N\NC(=O)c1ccco1
    -12% | 10% | 34%[activator] | -6% | -5% | 29% | 13% | -19% | ?
24: O=c1oc2ccccc2cc1N1CCOCC1
    -11% | 0% | 59%[activator] | 6% | -3% | 33% | 2% | 10% | 6%[59 µM]
25: O=C(CC(=O)c1ccccc1)CC(O)(C=Cc1ccccc1)c1ccccc1 (stereo unspecified)
    28% | 14% | ? | / | 2% | 53%[activator][57 µM] | 11% | / | /
26: Cc1ccc(NC(=O)CSc2nnc(-c3ccccc3C)o2)cc1C
    1%[57.1 µM] | ? | 12% | 1% | -6% | 13% | 6% | -21% | ?
27: COC(=O)c1ccc(N2CCN(C(C)=O)CC2)c(NC(=O)COc2ccccc2C)c1
    -14% | -2% | 0% | 4% | 2% | 27% | 7% | -21% | -1%
28: COc1ccc(CNc2nc(-c3ccco3)nn2S(=O)(=O)c2ccc(Cl)cc2)cc1OC
    ? | 6% | -11% | -5% | -12% | -5% | 3% | ? | ?
29: N#C/C(=C\c1ccc(-c2cccc([N+](=O)[O-])c2)o1)C(=O)N1CCOCC1
    ? | 1% | 33%[activator] | -1% | 0% | -2% | -2% | -11% | -1%
30: COc1cccc(/C=N/NC(=O)CSc2nnc(C)n2-c2ccccc2)c1OC
    -1% | 1% | -7% | 0% | -4% | 18% | -1% | 0% | 38%[0.501 µM]

Some entries already given with just Pin1 inh and Pol iota inh.
cpd | structure | Pin1 inh | Pol iota inh
25 | O=C(CC(=O)c1ccccc1)CC(O)(C=Cc1ccccc1)c1ccccc1 (stereo unspecified) | 14% | ?
26 | Cc1ccc(NC(=O)CSc2nnc(-c3ccccc3C)o2)cc1C | ? | 12%
27 | COC(=O)c1ccc(N2CCN(C(C)=O)CC2)c(NC(=O)COc2ccccc2C)c1 | -2% | 0%

The list goes on.
The line under a structure holds: JMJD2A Tudor | Pin1 inh | Pol iota inh | BLM helicase inh | PGK inhibitor | HP1b binding inh | GLS inhibitor | BAZ2B block | G9a inh
31: COc1ccc(/C=C/c2nc(C#N)c(NCc3ccc(F)cc3)o2)cc1OC
    -18% | 2% | -2% | 1% | -2% | -15% | 0% | ? | -37%[59 µM]
32: CC(=O)Oc1cc(O)c2c(=O)c(OC(C)=O)c(-c3ccc(OC(C)=O)c(OC(C)=O)c3)oc2c1
    ? | ? | 8.9µM* | / | -9% | 1% | 29% | / | /
33: Cc1ccc(/C=N\NC(=O)c2cncc(Br)c2)o1
    -14% | -1% | -11% | -3% | i | 29% | -2% | -4% | 50µM*
34: COC(=O)[C@H](C)NC(=O)Nc1cccc(C)c1
    -8% | 5% | 7% | 2% | -4% | 8% | 0% | 2% | 13%[59 µM]
35: Cc1onc(-c2ccccc2)c1C(=O)OCc1nnc(-c2ccccc2)o1
    21% | 2% | 13% | / | -11% | 47%[activator] | 4% | 29% | 0%[0.501 µM]
36: COc1ccc(OC)c(NC(=O)CN2CCCN(Cc3ccccc3Cl)S2(=O)=O)c1
    -13% | 16% | 11% | 0% | -8% | 52%[activator] | 3% | ? | -3%[59 µM]

Source: PubChem BioAssay
